STK33 kin inh = human STK33 kinase inhibition; Q9BYT3; ADP-Glo luminescence, MBP substrate; inhibition, % at 12.5 µM; 27,000 tested, 0.44% active; in the data active = inhibition above about 20%; inconclusive = no clear call, values can overlap the other calls
Target sequence (Q9BYT3 whole entry, looked up): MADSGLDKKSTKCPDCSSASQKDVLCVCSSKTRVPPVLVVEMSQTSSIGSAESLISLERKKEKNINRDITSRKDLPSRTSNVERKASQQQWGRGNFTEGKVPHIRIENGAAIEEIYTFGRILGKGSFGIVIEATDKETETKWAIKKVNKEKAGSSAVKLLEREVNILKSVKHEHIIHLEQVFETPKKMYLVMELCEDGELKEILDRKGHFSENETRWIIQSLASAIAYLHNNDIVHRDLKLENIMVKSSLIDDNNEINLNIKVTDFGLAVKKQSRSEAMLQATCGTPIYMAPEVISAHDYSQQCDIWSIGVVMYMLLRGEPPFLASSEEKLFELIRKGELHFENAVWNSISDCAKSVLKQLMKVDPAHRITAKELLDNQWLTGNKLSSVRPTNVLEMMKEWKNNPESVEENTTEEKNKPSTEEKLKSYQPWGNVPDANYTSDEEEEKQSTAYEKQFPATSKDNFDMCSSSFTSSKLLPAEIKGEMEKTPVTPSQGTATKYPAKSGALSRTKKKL
mut p53 react = mutant p53 pathway reactivation; SW480 PUMA-promoter luciferase; activation, % at 9.98 µM; 28,000 tested, 1.5% active; in the data active = activation above about 52%; inconclusive = no clear call, values can overlap the other calls
Numbers without * were called inactive; u = inconclusive; x = not tested or not shown. Only part of the results is shown, so the mix of outcomes need not match the whole.

The line under a structure holds: STK33 kin inh, mut p53 react
(1) COC(=O)Nc1ccc2c(c1)N(C(=O)CCN1CCOCC1)c1ccccc1CC2
    0.0, -4.5
(2) COc1ccccc1-c1nnc(SCC(=O)c2ccc(NC(C)=O)cc2)o1
    4.5, u
(3) Cc1ccc(-c2ccc3c(c2)O[C@H](CN(C)Cc2cncnc2)[C@H](C)CN([C@H](C)CO)S3(=O)=O)cc1
    x, 1.2
(4) COc1cc2c(cc1NC(=O)CCOc1ccc(C)cc1)oc1ccccc12
    0.8, 12.1
(5) COc1ccc(C(=O)CSc2n[nH]c(-c3ccccc3)n2)cc1[N+](=O)[O-]
    -0.2, 15.5
(6) C[C@H](CO)N1C[C@H](C)[C@@H](CN(C)C(=O)Nc2ccccc2)OCc2cn(nn2)CCCC1=O
    -3.8, x
(7) C[C@H](CO)N1C[C@H](C)[C@H](CN(C)Cc2ccccc2)Oc2ccc(NS(=O)(=O)c3ccc(Cl)cc3)cc2CC1=O
    2.1, x
(8) COc1cccc(NC(=O)N(C)C[C@@H]2Oc3ncc(/C=C/c4ccccc4)cc3C(=O)N([C@H](C)CO)C[C@@H]2C)c1
    x, 5.1
(9) Cc1ccc(O)c(NC(=O)CN(C)S(=O)(=O)c2ccc(Cl)cc2)c1
    2.1, -0.2
(10) C[C@H](CO)N1C[C@H](C)[C@@H](CN(C)C)Oc2ccc(NC(=O)Nc3ccc4c(c3)OCO4)cc2C1=O
    x, 3.6
(11) O=C(c1ccc(F)cc1)C1CCN(CCCCc2ccccc2)CC1
    x, 11.0
(12) C=C1C(=O)O[C@@H]2/C=C(/C)CC/C=C(/C(=O)O)C[C@@H](OC(=O)/C(C)=C/C)C12 (some centres not stated)
    -3.3, x
(13) Cc1cc(NC(=O)CCCN2C(=O)c3cccc4cccc(c34)C2=O)n(-c2ccccc2)n1
    2.0, 42.0
(14) COc1ccc(S(=O)(=O)N(CC(=O)O)c2ccc(F)cc2)cc1
    2.7, -11.5
(15) c1ccc2[nH]c(CSc3ncnc4sc5c(c34)CCCC5)nc2c1
    0.7, -20.1

Retrieved one by one from above, 6 records:
The line under a structure holds: STK33 kin inh, mut p53 react
(3) Cc1ccc(-c2ccc3c(c2)O[C@H](CN(C)Cc2cncnc2)[C@H](C)CN([C@H](C)CO)S3(=O)=O)cc1
    x, 1.2
(5) COc1ccc(C(=O)CSc2n[nH]c(-c3ccccc3)n2)cc1[N+](=O)[O-]
    -0.2, 15.5
(11) O=C(c1ccc(F)cc1)C1CCN(CCCCc2ccccc2)CC1
    x, 11.0
(4) COc1cc2c(cc1NC(=O)CCOc1ccc(C)cc1)oc1ccccc12
    0.8, 12.1
(12) C=C1C(=O)O[C@@H]2/C=C(/C)CC/C=C(/C(=O)O)C[C@@H](OC(=O)/C(C)=C/C)C12 (some centres not stated)
    -3.3, x
(7) C[C@H](CO)N1C[C@H](C)[C@H](CN(C)Cc2ccccc2)Oc2ccc(NS(=O)(=O)c3ccc(Cl)cc3)cc2CC1=O
    2.1, x

Further results.
The line under a structure holds: STK33 kin inh, mut p53 react
(16) C[C@@H]1CN([C@H](C)CO)C(=O)Cc2cc(NS(=O)(=O)c3ccc(Cl)cc3)ccc2O[C@@H]1CN(C)S(=O)(=O)c1ccc(F)cc1
    -4.4, x
(17) C[C@@H]1CN([C@H](C)CO)C(=O)Cc2cc(NC(=O)Nc3ccc(F)cc3)ccc2O[C@H]1CN(C)S(=O)(=O)c1ccc(Cl)cc1
    1.2, x
(18) Cc1noc(C)c1NC(=O)Nc1ccc2c(c1)CC(=O)N([C@@H](C)CO)C[C@@H](C)[C@@H](CN(C)C(=O)NC1CCCCC1)O2
    -1.4, x
(19) C[C@H]1CN([C@@H](C)CO)C(=O)Cc2cc(NS(C)(=O)=O)ccc2O[C@H]1CN(C)S(=O)(=O)c1cn(C)cn1
    4.4, 3.4
(20) Cc1cc(O)c(C)c2c1Oc1c(C)c(O)cc(C)c1C(=O)O2
    23.1*, x
(21) CCn1c(SCC(=O)Nc2ccccc2C(F)(F)F)nnc1-c1cccc([N+](=O)[O-])c1
    u, 2.9
(22) Cc1noc(C)c1NC(=O)N(C)C[C@H]1OCCCC[C@@H](C)Oc2ccc(NS(=O)(=O)c3cn(C)cn3)cc2C(=O)N([C@@H](C)CO)C[C@H]1C
    x, -4.8
(23) C[C@@H]1CN([C@H](C)CO)C(=O)Cc2cc(NC(=O)NC3CCCCC3)ccc2O[C@H]1CN(C)C(=O)Nc1cccc2ccccc12
    -0.9, -5.6
(24) CC(=O)Nc1nccc(-c2cc(-c3cccc(C(F)(F)F)c3)no2)n1
    x, 79.5*
(25) COc1cc(OC)c(C(=O)NCCCN(C)C)cc1OC
    -0.4, 0.1
(26) COc1ccc(-c2ccc3c(c2)O[C@H](CN(C)C(=O)Nc2ccccc2F)[C@H](C)CN([C@@H](C)CO)S3(=O)=O)cc1
    x, -25.8
(27) C[C@@H]1CN([C@H](C)CO)C(=O)c2cccc(NC(=O)Nc3ccccc3)c2O[C@H]1CN(C)C(=O)Nc1cccc2ccccc12
    x, 6.4
(28) COc1ccc(CNC(=O)C[C@H]2C[C@@H]3c4cc(NC(=O)NC5CCCC5)ccc4O[C@@H]3[C@@H](CO)O2)cc1
    x, -2.0
(29) COc1cc(O[C@@H]2O[C@H](COC3OCC(O)C(O)C3O)[C@@H](O)[C@H](O)[C@H]2O)cc(OC)c1OC (some centres not stated)
    -12.3, -8.6
(30) C[C@@H]1CN([C@@H](C)CO)C(=O)Cc2cc(NC(=O)Nc3ccccc3)ccc2O[C@@H]1CN(C)C(=O)Nc1cccc2ccccc12
    -0.7, x
(31) Cc1ccc(C(O)(CO)CO)c(O)c1
    -2.2, 18.1
(32) CNC[C@@H]1Oc2c(NC(=O)C3CCOCC3)cccc2C(=O)N([C@@H](C)CO)C[C@H]1C
    x, 4.8
(33) Cc1ccc(S(=O)(=O)NC(=O)NN2CC3CCCC3C2)cc1 (configuration not stated)
    -0.6, x
(34) O=C(CSc1nc(-c2ccccc2)cc(C(F)(F)F)n1)Nc1ccccc1Cl
    -1.3, -2.0
(35) COc1c(O[C@@H]2O[C@H](CO)[C@@H](O)[C@H](O)[C@H]2O)cc2c(c1OC)-c1ccc(SC)c(=O)cc1C(NC(C)=O)CC2 (some centres not stated)
    0.2, x
(36) C[C@H](CO)N1C[C@H](C)[C@H](CN(C)S(=O)(=O)c2ccccc2)Oc2ncc(/C=C/c3ccccc3)cc2C1=O
    1.5, 3.8
(37) O=S(=O)(N[C@@H]1CCCN(Cc2ccc(OCCO)cc2)C1)c1ccc(Cl)cc1
    -3.0, x
(38) COC(=O)c1ccc(Cl)c(NC(=O)CN(c2ccc(I)cc2)S(C)(=O)=O)c1
    1.7, 3.5
(39) C[C@@H]1CN([C@@H](C)CO)C(=O)Cc2cc(NC(=O)NC3CCCCC3)ccc2O[C@@H]1CN(C)S(=O)(=O)c1cn(C)cn1
    -7.7, 17.9
(40) COC1=C/C(=C/c2c(N)n3c(SC(C)C)nsc3nc2=O)C=CC1=O
    x, 1.8
(41) C[C@@H]1CN([C@H](C)CO)C(=O)Cc2cc(NC(=O)Nc3ccc4c(c3)OCO4)ccc2O[C@H]1CN(C)Cc1ccc(-c2ccccc2)cc1
    4.3, x
(42) CC12CC(c3ccoc3)OC(=O)C1CCC1(C)C2C2OC(=O)C1(O)C1OC21 (configuration not stated)
    3.1, 16.0
(43) O=C(/C=C/c1ccccc1)NC(NC(=S)Nc1cccc2cccnc12)C(Cl)(Cl)Cl (configuration not stated)
    x, -10.2
(44) CN(C)CCC=C1c2ccccc2CCc2ccccc21
    0.8, x
(45) C=CCOC(=O)[C@H]1[C@@H]2C(=O)O[C@@H](c3ccccc3)[C@@H](c3ccccc3)N2[C@@H](c2ccc(OCCOC(=O)[C@@H]3C[C@@H]4C(=O)NCC(=O)N4[C@@H]3c3ccc(O)cc3)cc2)[C@]12C(=O)Nc1ccccc12
    15.3, x
(46) CCC(=O)N(C)C[C@H]1Oc2cc(-c3ccc(OC)cc3)ccc2S(=O)(=O)N([C@H](C)CO)C[C@H]1C
    x, -6.9
(47) C[C@H]1CN([C@@H](C)CO)C(=O)Cc2cc(NS(C)(=O)=O)ccc2O[C@H]1CN(C)C(=O)NC1CCCCC1
    -5.2, 9.3
(48) Cc1cc(C(=O)Nc2cccc3c2O[C@H](CN(C)C(=O)Nc2ccccc2)[C@H](C)CN([C@H](C)CO)C3=O)n(C)n1
    x, 7.6
(49) COc1ccc(CN(C)C[C@@H]2Oc3ccc(NS(C)(=O)=O)cc3CC(=O)N([C@H](C)CO)C[C@H]2C)cc1
    1.4, x
(50) C[C@@H]1CN([C@@H](C)CO)C(=O)c2cccc(NS(=O)(=O)c3ccc(Cl)cc3)c2O[C@H]1CN(C)Cc1ccc(C(=O)O)cc1
    x, 8.4
(51) C[C@@H]1CCCCO[C@@H](CN(C)C(=O)Nc2ccccc2)[C@H](C)CN([C@H](C)CO)C(=O)c2cc(N(C)C)ccc2O1
    x, -2.9
(52) C[C@H]1CN([C@@H](C)CO)C(=O)Cc2cc(NC(=O)Nc3ccccc3)ccc2O[C@H]1CN(C)C(=O)Nc1ccccc1
    1.8, 0.2
(53) COC(=O)[C@@]1(CCS(=O)(=O)c2ccccc2)N=C(c2ccc(OCCCO)cc2)O[C@H]1c1ccccc1
    2.0, x
(54) CC(C)NC(=O)Nc1ccc2c(c1)C(=O)N([C@H](C)CO)C[C@@H](C)[C@@H](CN(C)Cc1ccc3c(c1)OCO3)O2
    0.3, x
(55) Cc1noc(C)c1S(=O)(=O)N(C)C[C@@H]1Oc2ccc(NC(=O)Nc3ccc4c(c3)OCO4)cc2CC(=O)N([C@H](C)CO)C[C@@H]1C
    -3.2, x
(56) C[C@@H]1CN([C@H](C)CO)C(=O)Cc2cc(NS(C)(=O)=O)ccc2O[C@@H]1CN(C)C(=O)NC1CCCCC1
    -0.5, -0.6
(57) CO[C@H]1O[C@H](CO)[C@@H](OC(=O)CCc2ccccc2)[C@H](OC(=O)c2cc3ccccc3[nH]2)[C@H]1OC(=O)c1cc2ccccc2[nH]1
    -9.1, x
(58) Cc1noc(C)c1S(=O)(=O)Nc1ccc2c(c1)CC(=O)N([C@@H](C)CO)C[C@@H](C)[C@@H](CN(C)S(=O)(=O)c1cccs1)O2
    -4.1, x
(59) Cc1ccc2c(c1)c1nc3ccccc3nc1n2CC(=O)N(c1ccccc1)C(C)C
    -0.3, -2.3
(60) C[C@H](CO)N1C[C@H](C)[C@@H](CN(C)C(=O)C2CC2)OCc2cn(nn2)CCCC1=O
    0.2, 3.6
(61) Cc1ccc(OCC(O)CNc2ccc(Br)c(C(F)(F)F)c2)cc1C (configuration not stated)
    x, -4.4
(62) O=C(Nc1c(F)cccc1F)C1CN(S(=O)(=O)c2ccccc2)CCN1S(=O)(=O)c1ccccc1 (configuration not stated)
    -3.5, 9.9
(63) Cc1noc(C)c1NC(=O)Nc1cccc2c1O[C@@H](CN(C)S(=O)(=O)c1ccc(Cl)cc1)[C@@H](C)CN([C@H](C)CO)C2=O
    x, 7.5
(64) CCOc1ccccc1C(=O)Nc1ccc(S(=O)(=O)Nc2nc(C)cc(C)n2)cc1
    1.5, -3.5
(65) C[C@H]1CN([C@@H](C)CO)C(=O)c2cc(NC(=O)CCCN(C)C)ccc2O[C@H]1CN(C)C
    -0.9, -4.4
(66) C[C@@H]1CN([C@H](C)CO)C(=O)c2cc(NC(=O)C3CCCCC3)ccc2O[C@@H]1CN(C)S(=O)(=O)c1ccccc1
    x, -24.9
(67) CCn1c(=O)[nH]c2cc(Cl)c(Cl)cc21
    x, 13.9
(68) CC(C)NC(=O)N(C)C[C@H]1Oc2c(NC(=O)c3ccncc3)cccc2C(=O)N([C@H](C)CO)C[C@@H]1C
    x, 9.6
(69) C[C@H]1CN([C@@H](C)CO)C(=O)Cc2cc(NC(=O)Cc3cn(C)c4ccccc34)ccc2O[C@H]1CN(C)Cc1ccc2c(c1)OCO2
    4.3, x
(70) O=C(Nc1ccc(Cl)cc1)c1csc(COc2ccc3nonc3c2)n1
    x, 1.4
(71) O=C(O)CCC(=O)N1N=C(c2cccs2)CC1c1ccco1 (configuration not stated)
    0.0, 7.1
(72) CCCNC(=O)N(C)C[C@H]1Oc2ncc(-c3ccc(C(=O)N(C)C)cc3)cc2C(=O)N([C@H](C)CO)C[C@H]1C
    x, 4.1
(73) CSc1sc(NC(=O)N2CCOCC2)c(-c2ccc(Cl)cc2)c1C#N
    -0.2, x
(74) COC(=O)CSc1nnc(-c2sc3ccccc3c2Cl)n1-c1ccccc1
    1.1, 7.9
(75) C[C@@H]1CN([C@@H](C)CO)C(=O)c2cc(NC(=O)CCC(F)(F)F)ccc2O[C@@H]1CN(C)Cc1ccc(C(=O)O)cc1
    0.3, x

New compounds follow.
The line under a structure holds: STK33 kin inh, mut p53 react
(76) Nc1nc(SCc2nnc(Nc3ccccc3)s2)nc2sc3c(c12)CCC3
    2.8, -48.6
(77) COc1ccc(Br)cc1S(=O)(=O)Nc1ccc(Cl)cn1
    -2.1, -6.6
(78) C[C@@H]1CN([C@H](C)CO)C(=O)Cc2cc(NC(=O)Cc3cn(C)c4ccccc34)ccc2O[C@H]1CN(C)C(=O)Nc1cccc2ccccc12
    6.8, x
(79) C[C@@H]1CN([C@@H](C)CO)C(=O)CCCn2nncc2CO[C@@H]1CN(C)S(=O)(=O)c1ccc(Oc2ccccc2)nc1
    0.0, x
(80) COc1ccc(NC(=O)C(=O)NCc2cccnc2)cc1OC
    -3.3, 10.6
(81) NC(=O)CSc1nnc(-c2cccs2)n1-c1ccccc1
    -2.3, 19.8
(82) C[C@H]1CN([C@@H](C)CO)C(=O)c2cccc(NS(C)(=O)=O)c2O[C@@H]1CN(C)C(=O)Nc1cccc2ccccc12
    x, -17.8
(83) Cc1ccc(S(=O)(=O)N(C)C[C@@H]2Oc3cc(Br)ccc3S(=O)(=O)N([C@H](C)CO)C[C@@H]2C)cc1
    x, -7.3
(84) CNC[C@H]1Oc2ccc(NC(=O)Cc3cn(C)c4ccccc34)cc2CC(=O)N([C@H](C)CO)C[C@H]1C
    0.1, -8.4
(85) COc1ccc(S(=O)(=O)Nc2ccc3c(c2)C(=O)N([C@@H](C)CO)C[C@@H](C)[C@H](CN(C)C(=O)Nc2ccccc2)O3)cc1
    -0.8, x
(86) CC(C(=O)Nc1ccccc1Cl)N(c1ccc(Cl)cc1)S(C)(=O)=O (configuration not stated)
    -1.1, 10.9
(87) COc1ccccc1NC(=O)C1=C(C)Nc2nnnn2C1c1ccccn1 (configuration not stated)
    4.4, -3.5
